HT1080 cytotoxicity: HT1080 cell viability loss – fluorescence readout (AID 620); HT1080 viability, fluorescence; higher % means a stronger effect; cytotoxicity, % at 10 µM, or EC50 in µM where a hit was titrated; 87,000 tested, 0.42% active; in the data active = cytotoxicity above about 50%;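 note: cells exposed to compound overnight then 4 h with Alamar Blue; 0% = vehicle DMSO and 100% = killing control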
Active calls of the source: *.

How did O=C1C(c2ccccc2)=C(N2CC2)c2ccccc21 do in these assays?
HT1080 cytotoxicity: -23.8%

How did CCN1CCN(Cc2cc(Br)cc(Br)c2O)CC1 do in these assays?
HT1080 cytotoxicity: 1.8%

Results for CC[N+](C)(CC)CCCOC(=O)C(O)(c1ccccc1)C1CCCCC1 (stereo not given) ?
HT1080 cytotoxicity: 9.1%

How did COc1ccccc1-n1c(O)c(C=NCCN2CCNCC2)c(=O)[nH]c1=O do in these assays?
HT1080 cytotoxicity: -18.4%

Results for COc1ccc(CCn2c(O)c(C=NCCCn3ccnc3)c(=O)[nH]c2=O)cc1OC ?
HT1080 cytotoxicity: 13.0%

Results for CCOc1ccc(C2SCC(=O)Nc3c2c(C)nn3C2CCOC(C)(C)C2)cc1 (stereo not given) ?
HT1080 cytotoxicity: 13.7%

How did CC(=NCc1cccnc1)c1c(O)n(-c2ccccc2C)c(=O)[nH]c1=O do in these assays?
HT1080 cytotoxicity: -10.8%

Results for CCC12CN3CCN(CC(C3)C1O)C2 (stereo not given) ?
HT1080 cytotoxicity: 7.6%

How did O=C1CC(N2CC=C(c3ccc(F)cc3)CC2)C(=O)N1c1ccc(F)cc1 (stereo not given) do in these assays?
HT1080 cytotoxicity: 8.9%

Results for CC(C)CCP(=O)(O)c1ccccc1 ?
HT1080 cytotoxicity: 0.8%

How did CCN1CCN(C(=O)Cc2coc3ccc4ccccc4c23)CC1 do in these assays?
HT1080 cytotoxicity: -4.6%

What do the screens show for `C=CCn1c(O)c(C(CC)=NCCC2=CCCCC2)c(=O)[nH]c1=O`?
HT1080 cytotoxicity: -13.0%

Results for CCOC(=O)C(C)(CC)NC(=O)CSP(=S)(OCC)OCC (stereo not given) ?
HT1080 cytotoxicity: 6.4%

What do the screens show for `CCC(C)N=Cc1c(O)n(-c2ccccc2)c(=O)[nH]c1=O` (stereo not given)?
HT1080 cytotoxicity: -6.5%

How did CN1CCN(Cc2ccc(OC(F)(F)F)cc2)CC1 do in these assays?
HT1080 cytotoxicity: -7.6%

What do the screens show for `CN1C(=O)NC(=O)[C@]2(Cc3ccccc3N3CCN(c4ccccc4)CC32)C1=O` (stereo not given in full)?
HT1080 cytotoxicity: -9.9%

How did COc1ccc(CCNC(C)CCc2ccc(OC)cc2)cc1 (stereo not given) do in these assays?
HT1080 cytotoxicity: -9.1%

Results for CCc1c(C)nc(N)nc1N1N=C1SC ?
HT1080 cytotoxicity: 5.8%

Results for CC(=O)OC1N=C(c2ccccc2)c2cc(C)ccc2NC1=O (stereo not given) ?
HT1080 cytotoxicity: -19.7%

How did CCOP(=O)(C(NC(=O)c1ccccc1Cl)=C(Cl)Cl)c1ccccc1 (stereo not given) do in these assays?
HT1080 cytotoxicity: 1.8%

What do the screens show for `COC(=O)[C@@H]1C[C@@]2(O)[C@@H](O)[C@@H](O)[C@@H](O)C[C@H]2N1Cc1cccnc1`?
HT1080 cytotoxicity: 14.2%

Results for O=C(c1cccn2c(=O)c3cc(Cl)ccc3nc12)N1CCC2(CC1)OCCO2 ?
HT1080 cytotoxicity: -12.9%

What do the screens show for `O=C(COc1ccc(S(=O)(=O)N2CCOCC2)cc1)N1CCN(Cc2ccc3c(c2)OCO3)CC1`?
HT1080 cytotoxicity: -4.1%

Results for CC(=O)NC(=O)NC(C)Cc1ccccc1 (stereo not given) ?
HT1080 cytotoxicity: -6.4%

What do the screens show for `S=C1CN=C(c2ccccc2Cl)c2cc(Cl)ccc2N1`?
HT1080 cytotoxicity: -6.2%

What do the screens show for `Cc1ccccc1Cc1c(C)nc2nc(SCC(=O)N3CCC4(CC3)OCCO4)nn2c1C`?
HT1080 cytotoxicity: -2.7%

Results for CN(CCc1ccccc1)Cc1ccccc1[N+](=O)[O-] ?
HT1080 cytotoxicity: 24.6%

Results for CN1CCN(C(=O)COc2ccc(S(=O)(=O)N(C)Cc3ccccc3)cc2)CC1 ?
HT1080 cytotoxicity: -17.3%

Results for Cc1ccc2c(c1)CC1(CN2C)C(=O)NC(=O)N(CCc2ccccc2)C1=O (stereo not given) ?
HT1080 cytotoxicity: -14.0%

Results for O=c1[nH]c(=O)n(-c2ccccc2Cl)c(O)c1C=NCCN1CCCCC1 ?
HT1080 cytotoxicity: -2.7%

What do the screens show for `CCC(C)OC(=O)c1c(N)n(Cc2cccs2)c2nc3ccccc3nc12` (stereo not given)?
HT1080 cytotoxicity: -8.9%

What do the screens show for `CCN1CCN(Cc2cc(C(C)(C)C)c(O)c(C(C)(C)C)c2)CC1`?
HT1080 cytotoxicity: 0.7%

Results for CCN1CCC(O)(c2ccccc2)C(C(=O)c2ccccc2)C1 (stereo not given) ?
HT1080 cytotoxicity: -0.7%

By substructure: the entries above containing nitrogen in an aromatic ring
How did COc1ccccc1-n1c(O)c(C=NCCN2CCNCC2)c(=O)[nH]c1=O do in these assays?
HT1080 cytotoxicity: -18.4%

Results for COc1ccc(CCn2c(O)c(C=NCCCn3ccnc3)c(=O)[nH]c2=O)cc1OC ?
HT1080 cytotoxicity: 13.0%

Results for CCOc1ccc(C2SCC(=O)Nc3c2c(C)nn3C2CCOC(C)(C)C2)cc1 (stereo not given) ?
HT1080 cytotoxicity: 13.7%

How did CC(=NCc1cccnc1)c1c(O)n(-c2ccccc2C)c(=O)[nH]c1=O do in these assays?
HT1080 cytotoxicity: -10.8%

What do the screens show for `C=CCn1c(O)c(C(CC)=NCCC2=CCCCC2)c(=O)[nH]c1=O`?
HT1080 cytotoxicity: -13.0%

What do the screens show for `CCC(C)N=Cc1c(O)n(-c2ccccc2)c(=O)[nH]c1=O` (stereo not given)?
HT1080 cytotoxicity: -6.5%

Results for CCc1c(C)nc(N)nc1N1N=C1SC ?
HT1080 cytotoxicity: 5.8%

What do the screens show for `COC(=O)[C@@H]1C[C@@]2(O)[C@@H](O)[C@@H](O)[C@@H](O)C[C@H]2N1Cc1cccnc1`?
HT1080 cytotoxicity: 14.2%

Results for O=C(c1cccn2c(=O)c3cc(Cl)ccc3nc12)N1CCC2(CC1)OCCO2 ?
HT1080 cytotoxicity: -12.9%

What do the screens show for `Cc1ccccc1Cc1c(C)nc2nc(SCC(=O)N3CCC4(CC3)OCCO4)nn2c1C`?
HT1080 cytotoxicity: -2.7%

Results for O=c1[nH]c(=O)n(-c2ccccc2Cl)c(O)c1C=NCCN1CCCCC1 ?
HT1080 cytotoxicity: -2.7%

What do the screens show for `CCC(C)OC(=O)c1c(N)n(Cc2cccs2)c2nc3ccccc3nc12` (stereo not given)?
HT1080 cytotoxicity: -8.9%

Ordered by SMILES length (smallest number first): some entries from above
How did COc1ccc(CCNC(C)CCc2ccc(OC)cc2)cc1 (stereo not given) do in these assays?
HT1080 cytotoxicity: -9.1%

What do the screens show for `CCC(C)OC(=O)c1c(N)n(Cc2cccs2)c2nc3ccccc3nc12` (stereo not given)?
HT1080 cytotoxicity: -8.9%

How did CCOP(=O)(C(NC(=O)c1ccccc1Cl)=C(Cl)Cl)c1ccccc1 (stereo not given) do in these assays?
HT1080 cytotoxicity: 1.8%

Compound activity: PubChem BioAssay, Sanford-Burnham Center for Chemical Genomics

A portion of the library; the hit share may differ from the screen's.
